# hIAP block: blocks human intestinal alkaline phosphatase; P09923; purified IAP, CDP-Star luminescence, 30 min; inhibition, % at 10 µM; 330,000 tested, 0.12% active;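 active = inhibition reaching a set limit with compound at 10 µM in the primary screen, cut at about 35% in these data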;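 note: plate controls were DMSO wells with enzyme for no effect and no-enzyme buffer wells for full effect; values of inactives mirror those of a sister screen read the other way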
# Target sequence (P09923 whole entry, looked up): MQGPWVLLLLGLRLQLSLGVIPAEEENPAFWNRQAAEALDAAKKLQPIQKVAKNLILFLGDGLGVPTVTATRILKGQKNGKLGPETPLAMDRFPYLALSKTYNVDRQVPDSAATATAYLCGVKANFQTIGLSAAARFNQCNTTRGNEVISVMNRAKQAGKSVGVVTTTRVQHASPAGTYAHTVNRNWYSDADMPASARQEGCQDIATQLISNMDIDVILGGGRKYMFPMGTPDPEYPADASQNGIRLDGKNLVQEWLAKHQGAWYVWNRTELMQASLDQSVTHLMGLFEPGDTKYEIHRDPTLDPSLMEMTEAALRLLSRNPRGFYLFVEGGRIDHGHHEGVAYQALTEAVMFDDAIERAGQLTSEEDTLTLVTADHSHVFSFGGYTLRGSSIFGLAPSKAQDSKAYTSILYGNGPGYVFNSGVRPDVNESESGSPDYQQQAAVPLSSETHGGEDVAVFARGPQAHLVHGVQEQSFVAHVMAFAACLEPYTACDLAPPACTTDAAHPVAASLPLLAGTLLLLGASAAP
# A3A deaminase: blocks human APOBEC3A ssDNA deamination; AID 493011; inhibition, % at 20 µM; P31941; recombinant A3A, FAM/TAMRA ssDNA deamination fluorescence; 330,000 tested, 0.41% active;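 active = at least 40% inhibition at 20 µM here, with at most 30% in a related deaminase screen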;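 note: plate controls were A3A with DMSO for no effect and wells lacking A3A enzyme for full effect; some results filed as inactive read as strong as hits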
# Target sequence (P31941 whole entry, looked up): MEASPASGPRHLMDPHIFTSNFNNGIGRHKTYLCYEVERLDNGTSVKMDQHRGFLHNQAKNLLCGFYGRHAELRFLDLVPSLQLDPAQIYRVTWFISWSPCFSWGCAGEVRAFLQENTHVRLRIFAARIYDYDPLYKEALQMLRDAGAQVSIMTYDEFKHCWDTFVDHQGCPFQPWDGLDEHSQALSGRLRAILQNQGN
# hIAP act: human IAP activation; P09923; purified human IAP, CDP-Star luminescence, 30 min; hits give high values; 1 = vehicle-only enzyme, 0 = enzyme-free background; activation factor at 10 µM; 330,000 tested, 0.16% active;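 active = activation factor of the enzyme at least 2-fold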; note: the source names both 10 and 20 µM as test concentration; values of inactives mirror those of a sister screen read the other way
# mIAP inh: mouse IAP inhibition; purified mouse IAP, CDP-Star luminescence, 30 min; inhibition, % at 10 µM; 330,000 tested, 0.2% active; AID 2806;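 active = inhibition of at least 40% at 10 µM in the primary screen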;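 note: plate controls were DMSO with enzyme for no effect and no enzyme wells for full effect; values of inactives mirror those of a sister screen read the other way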
# PfGluPho inh: PfG6PD (Plasmodium falciparum) enzyme inhibition; PfGluPho enzyme, NADPH resazurin-diaphorase fluorescence; AID 504690; 350,000 tested, 0.78% active; inhibition, % at 20 µM;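 active = inhibition reaching at least a set limit at 20 µM in the primary screen, cut at about 59% in these data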;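 note: 0% = DMSO wells with substrate and 100% = DMSO wells lacking glucose-6-phosphate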
# mIAP act: mouse IAP activation | muIAP, CDP-Star luminescence, 30 min; hits give high values; 1 = vehicle-only enzyme signal, 0 = enzyme-free wells | 330,000 tested, 0.24% active | activation factor at 10 µM;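 active = activation factor of at least 2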; note: the source names both 10 and 20 µM as test concentration; values of inactives mirror those of a sister screen read the other way
#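 Assay system: mouse IAP enzyme; Reagent: CDP-Star chemiluminescent phosphatase substrate; Compound: DMSO-dissolved test compounds; Incubation: 30 min, room temperature; Technique: luminescence from enzymatic CDP-Star hydrolysis; Controls: DMSO-only wells and no-enzyme negative control.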
# ATG4B inhibitor: blocks human ATG4B protease cleavage of LC3 substrate | inhibition, % at 8.33 µM | 340,000 tested, 0.51% active | ATG4B cleavage of LC3-PLA2, NBD-HPC fluorescence, 1 h | AID 504462; in the data active = inhibition above about 40%
# HKDC1 inhibitor: blocks human hexokinase HKDC1 activity; recombinant HKDC1, G6PDH/diaphorase resazurin coupled fluorescence; inhibition, % at 20 µM; 340,000 tested, 0.16% active;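 active = inhibition above about 35% when tested at 20 µM, limit read from the data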;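 note: plate controls were DMSO wells with enzyme for no effect and DMSO wells lacking enzyme for full effect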
#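 Material: recombinant HKDC1 hexokinase; Amount: HKDC1 at 5 µg/mL; Medium: Tris pH 8.0 buffer with MgCl2, Tween-20, BSA, BME; Schedule: 90 min reaction incubation at room temperature, dark; Technique: coupled resazurin fluorescence, excitation 525 nm, emission 613 nm.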
# An asterisk follows results filed as active. Compounds as they come; about 2.4% have a hit in one of these screens.
hIAP block	A3A deaminase	hIAP act	mIAP inh	PfGluPho inh	mIAP act	ATG4B inhibitor	HKDC1 inhibitor	Molecule
-22	1	1.2	-47	7	1.5	-8	-12	CSc1ccc(NC(=O)NCCN2CCc3ccccc3C2)cc1
-4	2	1	-1	5	1	-11	-5	Cc1cc(C)nc(N/N=C/C=C/c2ccccc2)n1
0	0	1	2	7	0.98	-7	-5	Nc1ccc(Sc2ccccc2)nc1
12	-3	0.88	10	1	0.9	2	4	Cc1ccc(-n2nc3c([n+]2[O-])CCc2c-3no[n+]2[O-])cc1
6	-5	0.94	-7	10	1.1	-17	-4	CC1O[C@@H](OC2C(COC3OC(CO)C(O)[C@H](O)C3O)OC(OC3CC[C@]4(C)C(CC[C@@]5(C)[C@@H]4CC=C4[C@@H]6CC(C)(C)CC[C@]6(CO)C(O)C[C@]45C)C3(C)C)C(O)C2O)C(O)C(O)C1O (stereo not given in full)
8	3	0.92	7	-18	0.93	6	14	Cc1ccccc1N1CCN(C(=O)CN2C(=O)c3ccccc3C2=O)CC1
-4	-2	1	-3	-1	1	3	-1	O=C(CSc1nc(Nc2ccccc2)nc(N2CCOCC2)n1)N1CCc2ccccc21
-12	-5	1.1	4	-9	0.96	-9	10	CC1(C)CC2(CCO1)OC(=O)CC2C(=O)Nc1ccccc1Cl (stereo not given)
2	-1	0.98	-2	26	1	1	-3	CC1(C)Cc2c(sc(NC(=O)c3ccccc3Cl)c2C(=O)O)CO1
11	-1	0.89	4	-18	0.96	-2	0	CCCn1c(CCC(=O)O)ccc1-c1ccc(F)cc1
-1	1	1	-2	5	1	-4	-3	CSc1cccc(NC(=O)C2(S(=O)(=O)c3ccc(C)cc3)CC2)c1
18	2	0.82	0	-5	1	-3	-2	CC(=O)c1ccc(OCc2cc(C(=O)NCC3CCCCO3)no2)cc1 (stereo not given)

# Part of the list above, reduced to mIAP act, ATG4B inhibitor and PfGluPho inh.
Structure	mIAP act	ATG4B inhibitor	PfGluPho inh
Nc1ccc(Sc2ccccc2)nc1	0.98	-7	7
CC1(C)Cc2c(sc(NC(=O)c3ccccc3Cl)c2C(=O)O)CO1	1	1	26

# Going on with the list:
hIAP block	A3A deaminase	hIAP act	mIAP inh	PfGluPho inh	mIAP act	ATG4B inhibitor	HKDC1 inhibitor	Molecule
-29	-3	1.3	-11	-21	1.1	3	-5	CCc1nn(CC(=O)NCCCN(Cc2ccccc2)C(C)C)c(=O)c2cc3sccc3n12
-50	-5	1.5	20	7	0.8	4	3	CC(C)CNC(=S)NNC(=O)c1ccco1
-6	-2	1.1	0	13	1	2	-4	O=C(Nc1ccc(Cl)cn1)c1cccc2ccccc12
-7	-7	1.1	-4	7	1	5	-11	C=CCn1c(=O)c(C(=O)NCCc2ccc(Cl)cc2)c(O)c2cc(OC)c(OC)cc21
-4	-4	1	6	-28	0.94	5	4	O=C(CSc1nnc(Cc2ccccc2)c(=O)[nH]1)Nc1ccccc1
-11	-3	1.1	6	-7	0.94	-13	1	Cc1cc2ccccc2n1CCNC(=O)C(C)C
-2	1	1	13	-4	0.87	2	-6	COc1ccc(C(=O)/C=C(\C)Nc2ccc(NC(C)=O)cc2)cc1
11	-1	0.89	11	6	0.89	5	-4	CCC(=O)N1c2ccc(S(=O)(=O)N3CCN(c4ccc([N+](=O)[O-])cc4)CC3)cc2CC1C (stereo not given)
-6	0	1.1	-10	6	1.1	-13	-8	CCN(CC)CCN(Cc1cc2cc3c(cc2[nH]c1=O)OCO3)C(=S)NCC1CCCO1 (stereo not given)
11	-1	0.89	-2	-3	1	-1	3	CC(C)c1nnc(SCC(=O)N2CCOCC2)n1C
-20	-2	1.2	8	-9	0.92	10	-7	CC(C)(C)c1cc(C(=O)N/N=C/c2ccncc2)n[nH]1
0	-2	1	2	-12	0.98	9	2	Cc1ccc(OCc2ccc(C(=O)Nc3nccs3)o2)cc1
-12	2	1.1	5	12	0.95	8	6	CC(OC(=O)CCc1nc2ccccc2[nH]c1=O)C(=O)c1ccccc1 (stereo not given)
18	-1	0.82	12	-8	0.88	-5	1	O=C(Nc1ccc(SC(F)F)cc1)c1ccc2c(=O)n3c(nc2c1)CCC3
4	-2	0.96	0	3	1	3	-1	O=C(NCCc1cn2ccccc2n1)c1ccc(Br)o1
-10	-6	1.1	-6	9	1.1	3	-6	COc1ccc(-c2csc(NC3OC(=O)c4c3ccc(OC)c4OC)n2)cc1OC (stereo not given)
13	-9	0.87	13	13	0.87	-14	-4	COc1ccc(N2CCN(C(=O)c3ccc(CS(=O)Cc4ccc(Cl)cc4)o3)CC2)cc1 (stereo not given)
10	2	0.9	8	19	0.92	-4	-1	O=S(=O)(c1cnc(Cl)c(Br)c1)N1CCc2ccccc21
-21	-8	1.2	6	2	0.94	-7	-1	COC(=O)C1=C(C)NC(C)=C(C(=O)OCC2CCCO2)C1c1cccc(Cl)c1 (stereo not given)
8	-2	0.92	4	12	0.95	-4	5	O=C1CCC(C(=O)N2CCCC(N3CCN(c4cccc(C(F)(F)F)c4)CC3)C2)=NN1 (stereo not given)
-8	4	1.1	0	4	1	-10	0	CC(=O)Nc1ccc(NC(=O)c2c(C)c(-c3ccccc3)nc3ccccc23)cc1
-12	-5	1.1	0	-1	0.99	2	1	COc1ccc(/C=C\C(=O)c2c(O)ccc3c(C)cc(=O)oc23)cc1
28	-5	0.72	11	-2	0.89	14	3	O=c1oc2ccccc2c(NC2CCCCC2)c1NS(=O)(=O)c1ccc(Cl)cc1
-17	0	1.2	-9	2	1.1	-4	-10	O=C(NCC(=O)N(CC1CCCO1)C(C(=O)NC1CCCCC1)c1cccnc1)c1cccs1 (stereo not given)
8	1	0.92	4	-9	0.96	-9	0	CCc1nc2ccc(C)cc2c(C(=O)Oc2cccc3cccnc23)c1C
5	1	0.95	0	0	1	3	7	CCOC(=O)c1ccc(-n2c(CCC(=O)O)ccc2-c2cccs2)cc1
-6	-3	1.1	-10	2	1.1	-3	-2	CC(C)C(NS(=O)(=O)c1cccs1)C(=O)NCCN1CCN(c2ccccc2)CC1 (stereo not given)
-38	-5	1.4	9	-18	0.91	7	-7	O=C1C2CCCN2C(=O)N1CCCN1CCN(c2cccc(Br)c2)CC1 (stereo not given)
-3	16	1	12	-16	0.88	-3	-2	Cc1ccc(CS(=O)(=O)CCC(=O)O)cc1
-49	-1	1.5	-46	18	1.5	-1	10	CNc1ccccc1C(=O)OC(C)C(=O)Nc1ccc(S(=O)(=O)N2CCCC2)cc1 (stereo not given)
-7	-2	1.1	3	-6	0.97	3	8	CN=c1scc(C)n1/N=C/c1ccc2c(c1)OCO2
3	0	0.97	1	-4	0.99	2	-5	COc1ccc(CNC(=O)C2CCC(CNS(=O)(=O)c3cccc4nsnc34)CC2)cc1 (stereo not given)
16	-1	0.84	14	-7	0.86	-14	-14	CCOC(=O)c1cccc(-n2c(C)nc3ccccc3c2=O)c1
6	-5	0.94	3	-38	0.97	0	-4	O=C(COc1ccc(Br)cc1)Nc1nnc(-c2cccnc2)s1
14	-1	0.86	0	-15	0.99	-1	-3	Cc1ccc(CNC(=O)C(C)OC(=O)c2cccs2)cc1 (stereo not given)
9	-6	0.91	2	-24	0.98	-1	6	COc1cc(NC(=O)c2ccccc2Cl)ccc1NC(=O)c1ccco1
9	-3	0.91	11	8	0.89	-6	1	O=C(CCC1CCCN(C(=O)Cc2cccc(F)c2)C1)N1CCN(c2ccccn2)CC1 (stereo not given)
11	-3	0.89	2	7	0.97	1	4	CSc1nc(C=Nc2ccccc2Cl)c(O)n1Cc1cccc(Cl)c1
-40	-5	1.4	2	2	0.98	5	10	N/C(Cc1ccccc1)=N\OC(=O)c1cccc2ccccc12
7	-2	0.93	-140	-14	2.4*	48*	-3	CCc1ccccc1NC(=S)NC1CC2CCCC(C1)N2Cc1cccs1 (stereo not given)
-15	1	1.2	-1	-12	1	3	-6	COC(=O)COc1ccccc1C(N)=O
28	-6	0.71	5	-12	0.95	-6	-5	Clc1ccccc1CONc1ncnc2nonc12
6	-2	0.94	2	-4	0.98	-6	8	CC1CCc2c(nc3ncnn3c2N2CCN(c3ccccc3)CC2)C1 (stereo not given)
1	-3	0.99	1	6	0.99	0	6	CC(OC(=O)Cc1n[nH]c(=O)c2ccccc12)C(=O)Nc1ccccc1[N+](=O)[O-] (stereo not given)
11	0	0.89	3	-4	0.97	2	-7	COc1ccc(-n2nc3c(c2NC(=O)c2ccc(S(=O)(=O)N4CCOCC4)cc2)CS(=O)C3)cc1 (stereo not given)
8	0	0.92	-1	-9	1	-6	7	O=C(CSc1n[nH]c(-c2cccnc2)n1)Nc1ccc(Br)cc1
-28	-2	1.3	-8	2	1.1	-11	-5	COc1ccc(-c2nnc3ccc(SC(C(C)=O)C(C)=O)nn23)cc1OC
23	-4	0.77	9	16	0.91	-4	-5	CCOc1ccc(CNC(=O)c2ccccc2NC(=O)C2=CSCCO2)cc1
7	-1	0.93	4	19	0.96	30	3	CCCCc1cc(O)c(CCCC)c(O)c1
-10	-5	1.1	0	10	1	-11	14	CCn1c(SCC(=O)O)nnc1C1CCCCC1
-4	2	1	8	-1	0.92	3	-4	COc1ccc(Br)c(C(=O)OCc2cc(=O)oc3cc(C)ccc23)c1
9	-2	0.91	1	-2	0.99	-6	-16	COc1ccc(N2CC(C(=O)NC3=NCCS3)CC2=O)cc1 (stereo not given)
0	2	1	4	-2	0.96	-8	-3	CCN(CC)C(=O)Cn1cc(SCC(=O)NCc2ccco2)c2ccccc21
-9	4	1.1	5	-10	0.95	5	-9	CC/C(O)=C1\C(=O)CC(C)(C)CC1=Nc1ccccc1C
0	2	1	-4	-10	1	0	-3	CN(CCOc1ccccc1)C(=O)C1CCC(=O)N(CCN2CCOCC2)C1 (stereo not given)
-4	-3	1	0	35	1	-3	-4	O=C(CSCc1ccccc1Cl)N/N=C/c1ccco1
4	-9	0.96	6	19	0.94	-2	-7	COc1ccc(C(=O)c2sc3nc(-c4ccccc4)ccc3c2N)cc1
-1	4	1	4	-13	0.96	1	-5	CC(=O)Nc1ccc(OCC(=O)N2CCc3ccccc3C2)cc1
0	-1	1	0	2	1	6	1	Cc1[nH]c2ccc(Br)cc2c(=O)c1CN1CCCCC1
-8	-4	1.1	6	0	0.94	-8	-2	CC(=O)Nc1ccc(OS(=O)(=O)c2ccccc2C)cc1

# As entered above.
# COc1cc(NC(=O)c2ccccc2Cl)ccc1NC(=O)c1ccco1 in ATG4B inhibitor: -1
# Cc1cc(C)nc(N/N=C/C=C/c2ccccc2)n1 in mIAP inh: -1
# COc1ccc(-n2nc3c(c2NC(=O)c2ccc(S(=O)(=O)N4CCOCC4)cc2)CS(=O)C3)cc1 (stereo not given) in mIAP act: 0.97
# CC(OC(=O)CCc1nc2ccccc2[nH]c1=O)C(=O)c1ccccc1 (stereo not given) in A3A deaminase: 2

# (continued)
hIAP block	A3A deaminase	hIAP act	mIAP inh	PfGluPho inh	mIAP act	ATG4B inhibitor	HKDC1 inhibitor	Molecule
-7	0	1.1	-2	10	1	-4	-2	Cc1c2n(c3ccccc13)CCC2=O
-10	20	1.1	15	46	0.85	-3	3	Cc1ccc(S(=O)(=O)N(C)C)cc1NC(=O)c1cc(-c2ccco2)nc2ccccc12
2	-2	0.98	-3	-9	1	-9	2	O=C(NCc1ccncc1)Nc1ccccc1
-6	-2	1.1	14	-14	0.86	-6	14	CCCCn1c(SCC(=O)Nc2ccc(OC)cc2)nc2ccc(N3CCOCC3)cc2c1=O
15	0	0.85	5	13	0.95	-8	-7	N#Cc1c(N)nc2c(c1N)CC(CCl)O2 (stereo not given)
